PfHsp90 yeast 2: growth inhibition of PfHsp90-expressing yeast, primary screen, antimalarial PfHsp90 inhibitor project, S. cerevisiae, BacTiter-Glo luminescence, single point, set 2. BacTiter-Glo ATP, 48 h; yeast lacking PDR1 and PDR3 efflux regulators. inhibition, % at 9.4 µM. actives 0.32% (n = 310,000);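 active = every replicate shows inhibition above about 80%, whatever the replicate mean, limit read from the data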;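 note: 0% = DMSO neutral controls and 100% = 20 µM radicicol positive controls; yeast relying on Plasmodium falciparum Hsp90 in place of its own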
SUMO Mot1 rescue: yeast Mot1-301 growth rescue at high temperature, primary screen, SUMOylation pathway inhibitor project, S. cerevisiae, ATP luminescence, 38.5C; S. cerevisiae Mot1-301 growth rescue; percent above DMSO median, 100 means doubled; growth rescue, % at 18.8 µM; actives 1% (n = 320,000); AID 2716, 2010;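 active = every valid replicate shows activation above 250% relative to neutral control wells; inactive = the rest, any valid replicate at or below 250%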;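 note: OY570 slx delta 5 strain wells were the positive control but not used for scaling; some compounds called inactive have numbers as strong as hits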
phage Ecoli inh: growth loss of phage-infected E. coli, primary screen, RecBCD inhibitor project, absorbance, with phage, HTS; inhibition, % at 11.9 µM; actives 0.26% (n = 360,000); AID 651602, 2012; in the data active = inhibition above about 11%
PKA-R1A act: activators of PKA-R1A holoenzyme, primary screen, biochemical, fluorescence polarization, Cy5-IP20, bovine R1A, mouse PKAc; cAMP-dependent protein kinase type I-alpha regulatory subunit (Bos taurus) + …; PKA-R1A dissociation; scaled: DMSO 0%, 113 µM cGMP 100%; activation, % at 11.4 µM; actives 0.083% (n = 340,000);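 active = percent activation above the mean of all tested compounds plus 3 SD, cut at about 19% in these data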;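 note: higher means more PKAc released from R1A so a rise in polarization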
AddAB inh: growth inhibition of E. coli expressing H. pylori AddAB, primary screen, AddAB inhibitor project, absorbance | actives 0.29% (n = 330,000) | inhibition, % at 11.9 µM; in the data active = inhibition above about 12%;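 note: 0% = vehicle wells of infected cells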
MOR-DOR ag: agonists of OPRM1-OPRD1 heterodimerization, primary screen, cell-based, luminescence. cells. activation, % at 9.3 µM. actives 0.3% (n = 340,000). Mu-type opioid receptor (Homo sapiens) + Delta-type opioid receptor (Homo sapiens), …; in the data active = activation above about 18%;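 note: 0% = vehicle-treated cells and 100% = reference agonist; values of inactives mirror those of a sister screen read the other way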
Target sequence (P35372 whole entry, looked up): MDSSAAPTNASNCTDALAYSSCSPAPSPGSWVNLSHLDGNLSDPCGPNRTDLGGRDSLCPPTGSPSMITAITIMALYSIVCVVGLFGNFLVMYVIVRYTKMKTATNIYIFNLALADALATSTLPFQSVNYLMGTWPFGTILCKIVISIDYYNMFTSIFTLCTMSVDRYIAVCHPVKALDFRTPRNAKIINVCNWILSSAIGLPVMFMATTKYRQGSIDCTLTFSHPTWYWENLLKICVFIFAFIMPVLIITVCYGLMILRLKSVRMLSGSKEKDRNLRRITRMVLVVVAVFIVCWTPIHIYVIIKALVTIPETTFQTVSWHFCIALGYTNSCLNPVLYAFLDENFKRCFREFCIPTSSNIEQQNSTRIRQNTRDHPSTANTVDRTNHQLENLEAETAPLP
Target sequence (P41143 whole entry, looked up): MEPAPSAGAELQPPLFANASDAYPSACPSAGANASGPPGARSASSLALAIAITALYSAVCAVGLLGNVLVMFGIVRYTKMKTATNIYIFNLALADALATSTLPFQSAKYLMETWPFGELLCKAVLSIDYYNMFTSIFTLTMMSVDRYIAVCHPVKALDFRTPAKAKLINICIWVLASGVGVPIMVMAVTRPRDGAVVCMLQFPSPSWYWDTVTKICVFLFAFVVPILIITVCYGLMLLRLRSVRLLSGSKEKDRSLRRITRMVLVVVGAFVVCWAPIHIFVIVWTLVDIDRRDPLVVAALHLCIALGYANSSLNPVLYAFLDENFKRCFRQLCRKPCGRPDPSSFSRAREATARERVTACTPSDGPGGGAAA
MOR-DOR inv ag: inverse agonists of MOR-DOR heterodimerization, primary screen, cell-based, luminescence | Mu-type opioid receptor (Homo sapiens) + Delta-type opioid receptor (Homo sapiens), … | cell-based MOR-DOR heterodimer luminescence, inverse agonism | inhibition, % at 9.3 µM | actives 0.21% (n = 340,000); in the data active = inhibition above about 22%, passing the limit was not always enough;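 note: 0% = cells with DMSO and 100% = wells without cells with DMSO; values of inactives mirror those of a sister screen read the other way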
HTR5A inv ctr: HTR5A inverse agonists in luminescence cell assay, primary screen, counter-screen for OPRM1-OPRD1 heterodimer inverse agonist project, full-deck HTS | inhibition, % at 9.3 µM | actives 0.083% (n = 340,000) | 5-hydroxytryptamine receptor 5A (Homo sapiens), P47898 | HTR5A cell line, inverse agonism | AID 504634, 2011; in the data active = inhibition mostly above about 23%, no sharp cut-off; inactive = mostly below about 18%;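 note: 0% = cells with DMSO and 100% = no-cell wells with DMSO; some compounds called inactive have numbers as strong as hits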
HTR5A ag: HTR5A agonists in luminescence cell assay, primary screen, counter-screen for OPRM1-OPRD1 heterodimer agonist project, full-deck HTS; cell-based; activation, % at 9.3 µM; actives 0.61% (n = 340,000); AID 504692, 2011; in the data active = activation mostly above about 9.5%, no sharp cut-off; inactive = mostly below about 7.6%;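 note: 0% = cells with vehicle only and 100% = reference agonist; strong numbers were not always called active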
Ecoli viability: E. coli V3065 growth inhibition, primary screen, counter-screen for AddAB inhibitor project, absorbance, OD600; inhibition, % at 11.9 µM; 18 h; AID 449728, 2010; actives 0.27% (n = 330,000);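 active = inhibition above the campaign's mean inhibition across all tested compounds plus 3 SD, cut at about 9.9% in these data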;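 note: uninfected addAB+ strain grown without phage in ampicillin broth; 0% = DMSO wells and 100% = ciprofloxacin 0.95 µg/ml wells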
Pemphigus Ab inh: inhibitors of pemphigus antibody binding to DSG3, primary screen, biochemical, bead-based, flow cytometry, scFv-GFP | Desmoglein-3 (Homo sapiens), P32926 | DSG3-coupled beads, scFv-anti-DSG3-GFP binding; active compounds read low | binding (percent of control), % at 10 µM | actives 0.48% (n = 310,000) | AID 588358, 2011;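 active = binding more than 3 SD below its plate's average and above zero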;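 note: hits lower antibody fragment binding to DSG3; some compounds called inactive have numbers as strong as hits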
* = called active by the depositor; x = not tested or not shown.

nr | SMILES | SUMO Mot1 rescue | Pemphigus Ab inh | AddAB inh | PfHsp90 yeast 2 | MOR-DOR inv ag | phage Ecoli inh | HTR5A inv ctr | MOR-DOR ag | Ecoli viability | HTR5A ag | PKA-R1A act
1 | COc1ccc(N(C(=O)C(C)C)S(=O)(=O)c2ccc3ccccc3c2)cc1 | -17 | 97 | 3.6 | -22 | -5 | 1.1 | 1 | 1.1 | 1.9 | 0 | -2
2 | O=C(Nc1ccccc1)c1cnc(-c2ccccc2)nc1-c1ccccc1 | x | 99 | 2.4 | x | -30 | 3.9 | -12 | 5.7 | 1.6 | -1 | 2
3 | Cc1ccnc2nc(C(=O)OCC(=O)c3ccc(NC(=O)CC(C)C)cc3)nn12 | -2 | 130 | -0.5 | -13 | 18 | 1.9 | 2 | -3.5 | 2.3 | 0 | -8
4 | O=C(NNC(=O)c1cc(-c2ccccc2)nc2ccccc12)c1csc(N2CCOCC2)n1 | -8 | 94 | -3.4 | x | 12 | 3.5 | 4 | -2.2 | -3.4 | -3 | -8
5 | COc1ccc(CCN2C(=O)CC(NNC(=O)c3ccc(F)cc3)C2=O)cc1OC (stereo unspecified) | 9 | 123 | -1.9 | 16 | 11 | 3.5 | 19 | -2.1 | 0.4 | 0 | -2
6 | C/C(=N\Nc1ccc([N+](=O)[O-])cc1)c1cccc(N)c1 | 97 | 124 | 1.6 | 5 | 24 | 3.6 | 19 | -4.0 | -2.1 | -2 | -1
7 | CC(=O)N1N=C(c2cccc([N+](=O)[O-])c2)OC1c1ccc(Cl)cc1Cl (stereo unspecified) | 20 | x | 3.9 | x | -12 | 2.0 | 3 | 2.1 | 3.5 | -1 | -1
8 | O=C1c2ccc(Cl)cc2S(=O)(=O)c2cccc(C(=O)N3CCN(c4ncc(Br)cn4)CC3)c21 | -6 | 103 | 4.0 | 1 | -4 | 2.7 | 9 | 0.7 | 3.2 | 12 | -3
9 | O=C(Nc1nc(-c2cc(F)ccc2F)cs1)c1ccccn1 | 16 | 104 | -2.8 | -31 | -6 | -2.4 | 22 | 1.3 | -3.9 | 3 | -10
10 | CCc1cccc(NC(=O)C2CCN(S(=O)(=O)c3ccc4[nH]c(=O)ccc4c3)CC2)c1 | 9 | 114 | 0.8 | 0 | 5 | 3.5 | -6 | -0.9 | 2.1 | -5 | 0
11 | Cc1ccc(-c2ccc(CCC(=O)O)n2CC(=O)O)cc1 | 5 | 86 | 1.3 | 4 | 8 | x | -3 | -1.4 | -2.3 | 2 | -2
12 | CCCS(=O)(=O)N1CCCC(C(=O)NCCCN2CCN(c3ccccc3F)CC2)C1 (stereo unspecified) | -11 | 102 | -1.6 | 20 | 6 | 1.9 | 2 | -1.0 | 1.5 | 0 | 3
13 | CC1CCN(Cc2c(C(=O)N/N=C/c3cc(Cl)ccc3O)nnn2-c2nonc2N)CC1 | -1 | 105 | 5.7 | -11 | -26 | 2.4 | 0 | 4.7 | 0.1 | 0 | 4
14 | CN(C)c1ccc(/C=N/NC(=O)CCCCCNC(=O)c2ccccc2)cc1 | 394 | 95 | 1.4 | -2 | 4 | -0.6 | -4 | -0.8 | -0.8 | 0 | -8
15 | Cc1cc(NC(=O)COC(=O)c2ccc(S(=O)(=O)N3CCCC3)cc2)no1 | -13 | 94 | 2.4 | 1 | 13 | 4.3 | -26 | -2.6 | 0.9 | 5 | -1
16 | Cc1cc(C(=O)c2ccccc2)c(NC(=O)CN2CCOCC2)s1 | 2 | 71 | 1.2 | 21 | -20 | 6.3 | 0 | 3.0 | -2.9 | 0 | -15
17 | COc1ccc(CCN(C(=O)c2ccco2)C(C(=O)NC2CCCC2)c2ccncc2)cc1OC (stereo unspecified) | -5 | 92 | 1.2 | -4 | 8 | 2.8 | -5 | -1.2 | -1.8 | 2 | -3
18 | CC(C)Cn1cnc2c(SCCc3ccccc3)nc(N)nc21 | x | 112 | x | 1 | 0 | -1.0 | -5 | 0.0 | x | 1 | -3
19 | COc1ccccc1NC(=S)N1CCC(c2nc3cc(C)c(C)cc3[nH]2)CC1 | -21 | 104 | 1.0 | -26 | 7 | 2.3 | -23 | -1.2 | 0.6 | 9 | -7
20 | COc1ccc(CNC(=O)c2cc3c(=O)n4ccccc4nc3n(CC3CCCO3)c2=N)cc1 (stereo unspecified) | 27 | x | -0.8 | 19 | 16 | 0.9 | 10 | -3.1 | 3.0 | -2 | 0
21 | CCCCN1CCNC[C@@H]1c1ccccc1 | 16 | 101 | -0.3 | -2 | -1 | 0.9 | -5 | 0.2 | 1.6 | 2 | 11
22 | COC(=O)C1CCN(C(c2cc(OC)c(OC)c(OC)c2)c2sc3nc(C)nn3c2O)CC1 (stereo unspecified) | -5 | 78 | 1.7 | -51 | 10 | 2.4 | 1 | -1.8 | -0.4 | -1 | 8
23 | COc1ccc(NC(=O)COc2cccc(-n3cnnn3)c2)cc1 | -7 | 101 | 3.1 | -4 | -19 | 2.4 | -19 | 2.7 | -0.9 | 6 | 6
24 | COc1cc(NC(=S)NCc2ccco2)c(OC)cc1Cl | 10 | 106 | 0.2 | 1 | 1 | 0.9 | -9 | -0.1 | -0.7 | 3 | 6
25 | COCCN(C)Cc1cn(-c2ccc(F)cc2F)nc1-c1ccccc1C | 172 | 106 | -2.0 | 11 | -7 | 4.9 | 7 | 1.2 | -3.7 | -3 | -4
26 | COc1ccccc1CNc1cncnc1 | 9 | 103 | 1.3 | 3 | 17 | 3.4 | 9 | -3.5 | -1.4 | -3 | -9
27 | Cc1nn(-c2ccc(F)cc2)c2sc(C(=O)OC3CCOC3=O)cc12 (stereo unspecified) | x | 111 | 2.9 | 8 | 8 | 1.6 | -9 | -1.4 | -0.3 | 7 | 6
28 | CNC[C@@H]1Oc2ccc(NC(=O)Nc3ccccc3)cc2C(=O)N([C@@H](C)CO)C[C@H]1C | 5 | 106 | 3.8 | 13 | 17 | -0.5 | 3 | -2.9 | 0.4 | 0 | 8
29 | CCCc1cc(C(=O)NC(C)C2CCCO2)cs1 (stereo unspecified) | 4 | x | 0.7 | 9 | 9 | 4.0 | -10 | -1.7 | 2.4 | 3 | 7
30 | COc1ccc(/C=C2\C(=O)NCC(=O)N2C)cc1 | 4 | 497 | -0.8 | -33 | 12 | 2.8 | 12 | -2.5 | -0.3 | -3 | 6
31 | COC(=O)c1cc(C(=O)OC)cc(N2C(=O)CC(N3CCN(c4ccccc4)CC3)C2=O)c1 (stereo unspecified) | x | 102 | x | 0 | 13 | 1.2 | 3 | -2.5 | x | -1 | 0
32 | O=C(O)c1ccccc1C(=O)NCCc1c(C(=O)O)[nH]c2ccc(F)cc12 | 2 | 101 | 1.3 | 0 | 19 | 1.1 | -2 | -3.5 | 0.1 | 1 | -8
33 | O=C(N/N=C/c1ccc(OC(=O)c2ccc3c(c2)OCO3)cc1)c1cncc(Br)c1 | -15 | 110 | -0.4 | 2 | 11 | 1.2 | 2 | -2.0 | -0.3 | 0 | -7
34 | CSc1ncc(Cl)c(C(=O)Nc2ccccc2C)n1 | 484 | 94 | 0.9 | -29 | 1 | -1.8 | 4 | -0.3 | 0.4 | -1 | -14
35 | C/C(=N/NC(=O)c1ccc(Br)o1)C(C)C | -5 | 78 | -0.2 | 9 | 12 | 2.3 | 7 | -2.3 | 0.1 | 0 | 7
36 | Cn1cc(CNC(=O)C2CCC(=O)N(Cc3ccc(Cl)cc3)C2)cn1 (stereo unspecified) | 2 | 98 | 3.6 | 7 | 11 | 3.6 | 5 | -2.0 | -0.2 | 1 | 4
37 | O=C(CN1C(=O)/C(=C2\SC(=S)N(CCS(=O)(=O)O)C2=O)c2ccccc21)Nc1cccc(Br)c1 | 47 | 45* | 2.7 | -86 | 7 | -0.3 | -7 | -1.2 | -2.8 | 3 | -4
38 | COc1cccc2c1C(=O)c1c(O)c3c(c(O)c1C2=O)C[C@@](O)(C(=O)CO)C[C@@H]3OC1CC(N)C(O)C(C)O1 (stereo partly specified) | x | 82 | x | -18 | -11 | 2.5 | -3 | 2.6 | x | 1 | 6
39 | CC(C)(C)OC(=O)C[C@H]1C/C=C\C[C@@H](CC(=O)NCCO)C(=O)NC[C@H](c2ccccc2)OC1=O | -13 | 99 | 0.7 | 4 | 1 | 3.4 | -3 | -0.3 | 0.5 | 1 | -6
40 | CC1=CC2=NC(=O)CC(C)(C(=O)N(CC(=O)NC3CCCC3)c3ccccc3F)N2C=C1 (stereo unspecified) | -10 | 97 | 6.0 | 3 | 11 | 0.8 | -11 | -1.6 | 2.3 | 0 | 10

Single entries from the results shown.
Ecoli viability, `O=C(N/N=C/c1ccc(OC(=O)c2ccc3c(c2)OCO3)cc1)c1cncc(Br)c1` → -0.3
PKA-R1A act, `Cn1cc(CNC(=O)C2CCC(=O)N(Cc3ccc(Cl)cc3)C2)cn1` (stereo unspecified) → 4

New compounds follow.
nr | SMILES | SUMO Mot1 rescue | Pemphigus Ab inh | AddAB inh | PfHsp90 yeast 2 | MOR-DOR inv ag | phage Ecoli inh | HTR5A inv ctr | MOR-DOR ag | Ecoli viability | HTR5A ag | PKA-R1A act
41 | C=CCOc1ccccc1CNCCc1ccc(S(N)(=O)=O)cc1 | 14 | 104 | -0.5 | 2 | 4 | 0.1 | 3 | -0.8 | -0.5 | -1 | -5
42 | COC1CCN(C(=O)C2CCC(=O)N(CCc3cccc(F)c3)C2)CC1 (stereo unspecified) | 3 | x | 0.7 | 10 | 10 | 2.0 | 1 | -1.7 | -1.4 | 0 | 6
43 | CC(=O)c1ccc(N(C(=O)Cc2c[nH]c3ccccc23)C(C(=O)NC2CCCCC2)c2cccs2)cc1 (stereo unspecified) | 14 | 100 | 0.1 | x | 6 | 2.4 | 13 | -1.1 | -4.5 | -3 | -5
44 | Cc1ccccc1N(CC(=O)NC1CCCCC1)C(=O)CCC(=O)Nc1nccs1 | -9 | 99 | 1.8 | -11 | -16 | -0.5 | -3 | 2.0 | -0.6 | 1 | -5
45 | O=C(NCc1ccco1)C(c1ccccc1F)N(CC1CCCO1)C(=O)Cn1nnc2ccccc21 (stereo unspecified) | 17 | x | 2.2 | 25 | 4 | 0.5 | -1 | -1.1 | -1.7 | 0 | -5
46 | CCOc1ccc(OCCCCN(C)C)cc1 | -10 | 107 | -0.3 | 15 | 9 | -1.2 | 4 | -1.7 | 1.2 | 1 | 1
47 | CC1(C)CNC(=O)c2sc(NC(=O)c3ccccc3Cl)nc2C1 | -3 | 115 | -0.5 | x | 16 | 1.5 | 7 | -3.2 | 0.8 | -2 | -6

From PubChem BioAssay
